# Source: PubChem
# HCV inh = qHTS Assay for Inhibitors of Hepatitis C Virus (HCV); actives 3.4% (n = 340,000); Potency, µM (series often up to 41.8 µM), for inactives: top-dose activity change, negative = inhibition, hits mostly inhibitors; Huh7.5.1 HCVcc-Cre infection, luciferase reporter, 44 h; also: potency is read from the fitted curve at half-maximal effect; % is scaled to controls: 0 for no effect and ±100 for the full control effect
#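 Compounds are dispensed onto cells plated 4 h earlier at 1,000 per well, with HCVcc-Cre virus (about 0.5 moi) added next. Following 44 h of culture, luminescent signal is measured for 15 sec after 15 min with substrate at room temperature.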
# Pf growth 96h = Primary qHTS for delayed death inhibitors of the malarial parasite plastid, 96 hour incubation | Potency, µM (titrated, usually from 28.7 µM), without a hit: top-dose activity change, negative = inhibition, hits mostly inhibitors | actives 6.9% (n = 320,000) | AID 504834, 2011 | P. falciparum luciferase reporter growth, 96 h; also: potency is read from the fitted curve at half-maximal effect; % is scaled to controls: 0 for no effect and ±100 for the full control effect
#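 Luminescence readout: decreased luciferase signal marks inhibited growth of reporter-expressing P. falciparum in infected red cells (2% hematocrit, 0.05% parasitemia final), exposed to compound two generations (96 h, 37 C, 5% CO2).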
# Pf growth 48h = Primary qHTS for delayed death inhibitors of the malarial parasite plastid, 48 hour incubation; P. falciparum luciferase growth in erythrocytes, 48 h; Potency, µM (doses to about 28.7 µM), without a hit: at the highest dose activity change, negative = inhibition, hits mostly inhibitors; actives 5.9% (n = 310,000); AID 504832, 2011; also: potency is read from the fitted curve at half-maximal effect; % is scaled to controls: 0 for no effect and ±100 for the full control effect
#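 Luciferase-expressing P. falciparum in infected erythrocytes (2% hematocrit, 0.1% parasitemia final) in RPMI 1640/0.5% Albumax were exposed to compound for 48 hours at 37 C, 5% CO2; growth read as luminescence.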
# Shiga toxin inh = A qHTS for Small Molecule Inhibitors of Shiga Toxin. inhibition, % at 38.7 µM. AID 2315, 2010. actives 9.2% (n = 290,000). Vero cells, Shiga toxin protein synthesis inhibition reporter; in the data active = inhibition mostly above about 28%, no sharp cut-off; inactive = mostly below about 43%; also: 0% is about no effect
# Cycloheximide cs = Cycloheximide Counterscreen for Small Molecule Inhibitors of Shiga Toxin; cell reporter, cycloheximide protein synthesis inhibition counterscreen; actives 12% (n = 300,000); max response, %; AID 2314, 2010; in the data active = max response mostly above about 13%, no sharp cut-off; inactive = mostly below about 14%; also: read at 38.3 µM for the half of the compounds with a filed dose; 0% is about no effect
# LmPK inh = qHTS Assay for Inhibitors of Leishmania Mexicana Pyruvate Kinase (LmPK). AID 1721, 2009. actives 0.37% (n = 290,000). Q27686. purified LmPK, Kinase-Glo ATP luminescence, 1 h. Potency, µM (series often up to 57.5 µM), inactives show top-dose activity change, negative = inhibition, actives largely listed as inhibitors; also: potency is read from the fitted curve at half-maximal effect; % is scaled to controls: 0 for no effect and ±100 for the full control effect
# Target sequence (Q27686 whole entry, looked up): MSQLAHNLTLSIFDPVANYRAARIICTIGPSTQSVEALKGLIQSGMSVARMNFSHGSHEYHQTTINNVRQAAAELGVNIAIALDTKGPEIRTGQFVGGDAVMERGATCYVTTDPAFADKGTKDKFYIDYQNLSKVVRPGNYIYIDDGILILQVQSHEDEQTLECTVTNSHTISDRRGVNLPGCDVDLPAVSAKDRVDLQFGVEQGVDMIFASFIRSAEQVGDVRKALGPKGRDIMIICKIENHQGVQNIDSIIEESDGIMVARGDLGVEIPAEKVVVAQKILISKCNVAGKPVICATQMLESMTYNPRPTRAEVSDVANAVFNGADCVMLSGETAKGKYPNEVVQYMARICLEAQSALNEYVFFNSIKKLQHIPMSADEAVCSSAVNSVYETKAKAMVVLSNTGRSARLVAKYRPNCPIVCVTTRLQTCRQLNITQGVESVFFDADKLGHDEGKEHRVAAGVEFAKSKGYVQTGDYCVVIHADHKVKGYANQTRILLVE
#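 Pyruvate kinase activity monitored as ATP production (luciferase luminescence). Conditions: 0.1 nM enzyme, 0.5 mM PEP, 0.1 mM ADP, 1 h, RT; normalized against uninhibited and no-enzyme wells.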
# Tb PYK inh = qHTS of Trypanosoma Brucei Inhibitors; Potency, µM (titrated, usually from 76.8 µM), without a hit: top-dose activity, negative = inhibition, usual class: inhibitors; pyruvate kinase (Trypanosoma brucei), Q57TT1; actives 0.12% (n = 410,000); TbPYK enzyme, Kinase-Glo Plus ATP luminescence, 45 min; also: potency is read from the fitted curve at half-maximal effect; % is scaled to controls: 0 for no effect and ±100 for the full control effect; nearly all actives have a fitted effect of over 50% in size
#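 In this concentration-response screen, enzyme-free wells defined baseline while DMSO plates tracked drift. Each reaction combined TbPYK, substrate, compound and 130 uM ADP for 45 min at room temperature. Kinase-Glo Plus luminescence gave the signal.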
# An asterisk follows results filed as active; ? = inconclusive; / = not tested or not shown; & = joins results of further samples; [ ] = remark or other dose. Unless noted, calls follow the shape of the dose curve; as a rule, active = well fitted curve in the direction sought with a large enough effect; inconclusive = small, poorly fitted or top-dose-only effect, or another doubt; inactive = no such curve, though single readings can be large; an effect the other way counts as inactive or inconclusive. Not a hit list (roughly 24% active in at least one column).
SMILES,HCV inh,Pf growth 96h,Pf growth 48h,Shiga toxin inh,Cycloheximide cs,LmPK inh,Tb PYK inh
COc1ccccc1NS(=O)(=O)/C=C/c1ccccc1,0%,8.3µM*,-6%,-8,0,0%,-14%
COc1ccc(OCCOCC(O)CN2CCOCC2)cc1 (configuration not stated),15%,62%[activator],-2%,2,0,-4%,-12%
CN(C)/C=C1\C(=O)Nc2ccccc21,11%,/,4%,24,9,2%,-10%
CC(=O)C1=C(C)N(Cc2ccccc2)C(=O)N[C@H]1CCc1ccccc1,?,?,?,-5,-3,3%,1%
CCCc1nc([N+](=O)[O-])c(S(=O)(=O)c2ccccc2)n1CC(C)C,?,12µM*,9.3µM*,-5,-3,3%,-4%
CC1CN(c2cc(-c3ccccc3)c3ccccc3n2)CC(C)O1 (configuration not stated),-26%,2.6µM*,/,37,-3,-1%,-3%
CN(C)S(=O)(=O)Oc1ccsc1C(=O)Nc1ccc(Cl)cc1,?,?,-9%,27,16,-1%,-2%
N/C(=N\OC(=O)c1ccc2c(c1)OCO2)c1ccc(Cl)cc1,?,?,?,91*,62*,-24%,-6%
Cc1nccn1Cc1cccc2ccccc12,25%,/,8%,-19,-2,3%,0%
COC(CNC(=O)c1c[nH]c2ccc(S(=O)(=O)N(C)c3ccc(F)cc3)cc2c1=O)OC,-17%,?,?,1,1,-1%,1%
COC(=O)c1sccc1NC(=S)Nc1ccc(F)cc1F,13%,-23%,8%,-1,-2,-6%,0%
Fc1ccc(NC(=S)N2CCn3cccc3C2c2cccnc2)cc1 (configuration not stated),-23%,-16%,?,-10,-4,-1%,-1%
COc1ccc(-c2nc(C#N)c(NCc3ccccc3Cl)o2)cc1OC,?,0.59µM*,?,26,16,0%,-7%
CCN1CC2CCCC3(C1)C(=O)NC1(CCCCC1)N=C23 (configuration not stated),-3%,18%,15%,-19,0,-2%,1%
CCCSc1nnc(-c2cccc(S(=O)(=O)N(C)C)c2)n1-c1cc(OC)ccc1OC,-10%,?,?,-7,-3,4%,-5%
Cc1[nH][nH]c(=O)c1C(c1ccc(-c2ccc(F)cc2)o1)c1c(C)[nH][nH]c1=O,4%,-39%,?,11,8,2%,-16%
O=c1c(F)cn(C2CCCO2)c(=O)n1Cc1ccccc1F (configuration not stated),-3%,/,0%,-2,-4,8%,5%
CCn1cc(CN2CCC(C(=O)Nc3ccc(Oc4ccccc4)nc3)CC2)cn1,?,-29%,-9%,-16,-1,-1%,-2%
O=C(C1CCCCC1)N1CCN(S(=O)(=O)c2ccc(Br)cc2)CC1,-6%,-9%,11%,23,-3,-1%,-8%
C/C(=N\NC(N)=O)c1ccc(Cl)s1,4%,60%[activator],31%[activator],2,-2,0%,-5%
CCOC(=O)c1c(NC(=O)C2CCN(S(=O)(=O)c3ccc(Cl)cc3)CC2)sc2c1CCCC2,-7%,?,8.3µM*,45*,25*,0%,3%
COc1ccccc1C(C#N)N1N=C(C)CC1c1ccccc1 (configuration not stated),8%,57%[activator],-21%,13,4,5%,2%
COc1ccc(C2c3[nH]c4ccccc4c3C[C@H]3C(=O)N(c4ccccc4C(=O)N4CCC(C(=O)O)CC4)C(=O)N23)cc1 (some centres not stated),-66%,?,12µM*,-1,-3,-9%,-8%
Cc1ccc(C(=O)N(CC(C)C)c2c(N)n(Cc3ccccc3)c(=O)[nH]c2=O)o1,5%,9%,32%[activator],/,/,/,0%
COc1cccc(NC(=O)CCN2CCN(c3ccccc3F)CC2)c1,-8%,12µM*,18%,28,-2,-2%,-1%
CCOC(=O)CCCNC(=O)CCNC(=O)c1ccc(OC)cc1,14%,47%[activator],6%,2,-3,-1%,2%
CCOc1cc(/C=C2/C(=N)N3OC(C)=CC3=NC2=O)ccc1OC(=O)c1ccco1,10%,-3%,26%,-7,12,0%,-9%
O=C(COC(=O)CSc1ccc([N+](=O)[O-])cc1)NCCC1=CCCCC1,31%[activator],-3%,-24%,/,/,/,-3%
O=C(NCc1ccccc1)NCc1cccs1,11%,?,73%[activator],41*,22*,5%,7%
CCc1ccc(NC(=O)NC2CCCCCCC2)cc1,6%,?,109%[activator],119*,53*,0%,2%

# Arranged by number of heavy atoms (smallest number first): part of the list above
SMILES,HCV inh,Pf growth 96h,Pf growth 48h,Shiga toxin inh,Cycloheximide cs,LmPK inh,Tb PYK inh
COc1ccccc1C(C#N)N1N=C(C)CC1c1ccccc1 (configuration not stated),8%,57%[activator],-21%,13,4,5%,2%
O=C(COC(=O)CSc1ccc([N+](=O)[O-])cc1)NCCC1=CCCCC1,31%[activator],-3%,-24%,/,/,/,-3%
CCOc1cc(/C=C2/C(=N)N3OC(C)=CC3=NC2=O)ccc1OC(=O)c1ccco1,10%,-3%,26%,-7,12,0%,-9%

# Profiles, quoted from the list. Order of screens: HCV inh, Pf growth 96h, Pf growth 48h, Shiga toxin inh, Cycloheximide cs, LmPK inh, Tb PYK inh
# CCOC(=O)c1c(NC(=O)C2CCN(S(=O)(=O)c3ccc(Cl)cc3)CC2)sc2c1CCCC2 across the screens: -7%, ?, 8.3µM*, 45*, 25*, 0%, 3%
# CCOC(=O)CCCNC(=O)CCNC(=O)c1ccc(OC)cc1 across the screens: 14%, 47%[activator], 6%, 2, -3, -1%, 2%
# COc1cccc(NC(=O)CCN2CCN(c3ccccc3F)CC2)c1 across the screens: -8%, 12µM*, 18%, 28, -2, -2%, -1%
# C/C(=N\NC(N)=O)c1ccc(Cl)s1 across the screens: 4%, 60%[activator], 31%[activator], 2, -2, 0%, -5%
# COc1ccc(C2c3[nH]c4ccccc4c3C[C@H]3C(=O)N(c4ccccc4C(=O)N4CCC(C(=O)O)CC4)C(=O)N23)cc1 (some centres not stated) across the screens: -66%, ?, 12µM*, -1, -3, -9%, -8%

# Random excerpt: three records from the list.
SMILES,HCV inh,Pf growth 96h,Pf growth 48h,Shiga toxin inh,Cycloheximide cs,LmPK inh,Tb PYK inh
Cc1ccc(C(=O)N(CC(C)C)c2c(N)n(Cc3ccccc3)c(=O)[nH]c2=O)o1,5%,9%,32%[activator],/,/,/,0%
CC(=O)C1=C(C)N(Cc2ccccc2)C(=O)N[C@H]1CCc1ccccc1,?,?,?,-5,-3,3%,1%
CN(C)/C=C1\C(=O)Nc2ccccc21,11%,/,4%,24,9,2%,-10%

# The results go on.
SMILES,HCV inh,Pf growth 96h,Pf growth 48h,Shiga toxin inh,Cycloheximide cs,LmPK inh,Tb PYK inh
CC1CCCCN1C(=O)c1ccc(C(=O)Nc2ccc(F)cc2)cc1 (configuration not stated),-27%,?,?,/,/,/,-1%
CN1CCN(Cc2nc3ccccc3c(=O)n2Cc2nc(-c3cccc([N+](=O)[O-])c3)cs2)CC1,2.5µM*,2.3µM*,?,-6,15,4%,-5%
CNS(=O)(=O)c1cnccc1N1CCN(c2cccc(C)c2)CC1,29%,10µM*,/,-9,1,4%,1%
CC(C)(CO)CNC(=O)c1ccc2nc(Cc3cccc(Cl)c3)oc2c1,-14%,?,26%,/,12,2%,-21%
COc1ccc(C(=O)NC2CCN(CC(=O)Nc3cccc(OC)c3)CC2)cc1,-7%,?,?,/,-2,0%,0%
CCCn1c2ccccc2c2nnc(SC(CC)C(=O)Nc3sc4c(c3C#N)CCCC4)nc21 (configuration not stated),-12%,/,-28%,19,0,10%,2%
O=C(COC(=O)C1COc2ccccc2O1)Nc1cccc(Cl)c1 (configuration not stated),13%,-19%,-17%,/,/,/,1%
COC(=O)c1ccc(CN2CCC(CO)(Cc3ccccc3Cl)CC2)cc1,-1%,?,-2%,3,4,4%,-5%
CC(C)c1csc(CN2CCN(Cc3ccc(F)c(F)c3)C(CCO)C2)n1 (configuration not stated),-9%,?,?,5,-1,-10%,1%
COc1ccc(CCNC(=O)c2[nH]c(C)c(C(C)=O)c2C)cc1,?,/,-17%,-19,-4,2%,1%
O=C1N=c2ccccc2=C1c1sc(=S)n(-c2ccc(O)cc2)c1O,?,?,-1%,-9,-1,-9%,-9%
COc1ccc(NS(=O)(=O)c2cc(NC(=O)C3CCCCC3)ccc2N2CCOCC2)cc1,?,?,10µM*,-5,-4,2%,2%
Cc1ccc(CCN2CC(C(=O)NCCN3CCCCCC3)CC2=O)cc1 (configuration not stated),1%,13%,19%,-13,1,5%,1%
Cc1c(C(=O)/C=C/N(C)C)nnn1-c1ccc(Cl)cc1Cl,-45%,?,-50%,58*,13,-3%,-9%
CC(=O)NNS(=O)(=O)c1ccccc1[N+](=O)[O-],7%,34%[activator],-2%,-2,-2,-1%,-3%
COc1ccc(C(=O)OCC(=O)Nc2ccc(Cl)c(C(F)(F)F)c2)c(OC)c1OC,?,-20%,-4%,-11,-8,2%,1%
Cc1ccc(C(=O)COC(=O)CCCC(=O)Nc2cc(C(F)(F)F)ccc2Cl)cc1C,10%,?,5%,-22,2,-1%,0%&-15%
Cc1ccc(C(=O)C[n+]2ccccc2C)cc1[N+](=O)[O-],-12%,?,22%,-4,-2,0%,-16%
O=C(NCCc1ccc(Cl)cc1)c1cc(=O)[nH]c2ccccc12,7%,54%[activator],8%,-19,-2,-12%,0%
CCc1cccc(NC(=O)NC2CCCCC2)c1,-1%,/,26%,44,23*,2%,1%
Cc1cc(C(=O)CSc2nnc(-c3ccccc3)o2)c(C)n1CC1COc2ccccc2O1 (configuration not stated),-4%,3.3µM*,?,39*,9,-1%,-6%
CC(CC(=O)OCC(=O)NCc1ccc(Cl)cc1)c1ccccc1 (configuration not stated),?,-25%,?,/,/,/,-1%
COc1ccc(NC(=O)Cc2cccc(F)c2)cc1S(=O)(=O)Nc1ccccc1Cl,?,?,?,-2,1,5%,0%
O=S(=O)(Cc1ccccc1)N1CCCCCC1,21%,0%,13%,-3,-2,-2%,2%
CCN1CCSc2ccc(C(=O)NCc3cccc(F)c3)cc21,?,2%,4%,-1,-1,-6%,1%&-2%
COc1ccc(C2c3c(ncn(CCCN4CCOCC4)c3=N)Oc3ccc4ccccc4c32)cc1OC (configuration not stated),22µM*,1.9µM*,4.1µM*,9,-1,4%,5%
COc1cccc(CC(NC(C)=O)C(=O)NC2CCN(C(=O)NCc3ccccc3)CC2)c1 (configuration not stated),19%,-7%,-10%,-14,-6,-3%,5%

# 2 compounds from above, reduced to Shiga toxin inh.
Molecule,Shiga toxin inh
COc1ccc(C2c3c(ncn(CCCN4CCOCC4)c3=N)Oc3ccc4ccccc4c32)cc1OC (configuration not stated),9
CN1CCN(Cc2nc3ccccc3c(=O)n2Cc2nc(-c3cccc([N+](=O)[O-])c3)cs2)CC1,-6
